Screens as filed in PubChem BioAssay.
TRHR PAM – allosteric enhancers of human TRH receptor; P34981; TRHR cells, fluo-8 calcium fluorescence, EC20 TRH enhancement; enhancement, % at 2 µM; 0.66% of 360,000 active; in the data active = enhancement above about 30%; note: 0% is about no effect
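TRHR-expressing cells loaded with fluo-8 calcium dye were read kinetically (ex 480/em 530) during compound addition, then stimulated with an EC20 of TRH (10 nM final). Enhancement of the Gq-mediated intracellular calcium response was scored.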
D1 ag – activates the human D1 dopamine receptor; P21728; HEK293 T-REx D1 cells, calcium flux, agonist mode; activation, % at 2 µM; 1% of 360,000 active; AID 504660; note: 0% is about no effect
Target sequence (P21728 whole entry, looked up): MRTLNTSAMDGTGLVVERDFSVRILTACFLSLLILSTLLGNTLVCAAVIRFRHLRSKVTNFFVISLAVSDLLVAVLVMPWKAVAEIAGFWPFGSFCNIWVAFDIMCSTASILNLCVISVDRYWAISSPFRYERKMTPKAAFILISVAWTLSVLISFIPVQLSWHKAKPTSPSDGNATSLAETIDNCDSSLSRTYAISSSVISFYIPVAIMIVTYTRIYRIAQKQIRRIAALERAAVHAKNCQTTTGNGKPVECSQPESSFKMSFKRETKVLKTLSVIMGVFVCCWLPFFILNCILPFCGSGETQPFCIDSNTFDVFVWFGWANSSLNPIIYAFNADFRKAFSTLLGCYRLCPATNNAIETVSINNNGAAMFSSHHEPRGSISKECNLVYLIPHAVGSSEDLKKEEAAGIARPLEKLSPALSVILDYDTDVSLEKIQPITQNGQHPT
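Agonism was scored from calcium flux recorded over 180 s (1 read/s) after pintool compound addition, following a 10-cycle baseline. Cells were inducible force-coupled HEK293 TREx D1, plated overnight at 30 C and loaded with no-wash calcium dye.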
TRHR agonist – activates the human TRH receptor | 0.18% of 360,000 active | activation, % at 2 µM | P34981 | TRHR cells, calcium flux fluo-8, FDSS agonist mode; note: 0% is about no effect
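Read-out: compound-evoked intracellular calcium rise in TRHR cells, fluo-8 dye, kinetic FDSS fluorescence at 1 s/cycle following a 10-cycle baseline. Cells cultured overnight before dye loading (30 min–1.5 h, RT).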
D2 PAM – D2 dopamine receptor (human) potentiation. P14416. HEK293 T-REx D2, calcium flux, EC20 dopamine potentiation. potentiation, % at 10 µM. 0.34% of 340,000 active. AID 485347;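 active = potentiation over 3 SD above the plate norm, cut at about 30% in these data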; note: 0% is about no effect
Target sequence (P14416 whole entry, looked up): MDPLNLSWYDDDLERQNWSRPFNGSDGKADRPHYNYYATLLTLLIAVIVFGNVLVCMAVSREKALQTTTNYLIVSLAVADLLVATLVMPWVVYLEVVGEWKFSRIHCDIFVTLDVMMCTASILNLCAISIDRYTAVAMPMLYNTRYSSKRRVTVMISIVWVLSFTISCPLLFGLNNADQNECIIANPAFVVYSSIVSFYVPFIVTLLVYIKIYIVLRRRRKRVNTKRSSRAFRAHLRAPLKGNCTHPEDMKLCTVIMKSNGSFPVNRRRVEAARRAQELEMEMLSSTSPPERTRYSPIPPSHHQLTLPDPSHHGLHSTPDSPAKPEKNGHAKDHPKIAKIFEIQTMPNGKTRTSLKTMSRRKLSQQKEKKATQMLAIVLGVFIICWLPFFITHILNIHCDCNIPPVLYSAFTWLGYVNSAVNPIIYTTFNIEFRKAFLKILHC
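Tetracycline-induced HEK293 T-REx cells force-coupled to calcium signalling expressed D2; compounds were pin-added after a 10 s baseline, read kinetically 180 s, then an EC20 dopamine challenge followed with a further 180 s calcium read.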
D1 potentiator – potentiators of human D1 dopamine receptor; P21728; HEK293 TREx D1 cells, calcium flux, dopamine EC20 potentiation; potentiation, % at 10 µM; 0.036% of 360,000 active; in the data active = potentiation above about 30%; note: 0% is about no effect
D2 agonist – activates the human D2 dopamine receptor. P14416. HEK293 T-REx D2 cells, calcium flux agonist mode. activation, % at 2 µM. 0.53% of 340,000 active;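 active = activation over 3 SD above normal in the single-dose calcium agonist read, cut at about 30% in these data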; note: 0% is about no effect
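Calcium-flux readout, 1 cycle/sec over 180 s following compound pin transfer, in inducible HEK293 Trex D2 cells (force-coupled); dopamine controls included. Positive calcium responses during this window marked compounds as potential agonists.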
D2 antagonist – antagonizes the human D2 dopamine receptor; 2% of 340,000 active; P14416; inhibition, % at 10 µM; HEK293 TREx D2 cells, calcium flux, dopamine EC80; AID 485344; in the data active = inhibition above about 30%; note: 0% is about no effect
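Read-out: kinetic calcium fluorescence (1 cycle/s) in inducible HEK293 T-REx D2 cells after an EC80 dopamine addition that followed 180 s compound preincubation. Loss of the dopamine response indicates antagonism.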
RXFP1 antagonist – blocks the human relaxin receptor RXFP1; Q9HBX9; HEK293-RXFP1, relaxin-stimulated cAMP HTRF, 30 min; hits give low values; activity change, negative = inhibition, % at 57.5 µM; 0.59% of 350,000 active; AID 1259400;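 active = activity change of -60% or lower, but not beyond a set lower limit; inconclusive = change between -60% and -40%, or beyond the set limit; inactive = change above -40%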; note: % is set by controls: 0 for no effect and ±100 for the full control effect
D1 antag – blocks dopamine activation of the human D1 receptor | activity change, negative = inhibition, % at 10 µM | HEK293 TREx D1 cells, calcium flux, dopamine EC80; hits give low values | 3.2% of 360,000 active | P21728 | AID 504652; in the data active = activity change below about -30%; note: % is set by controls: 0 for no effect and ±100 for the full control effect
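Tetracycline-induced HEK293 T-REx cells with force-coupled D1 receptor were loaded with a no-wash calcium dye. Compound was added after a 10 s baseline and read kinetically for 180 s; EC80 dopamine was then added and calcium flux followed another 180 s.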
The depositor's hits bear a star; ? = inconclusive; . = no result given. Cut-off read from the data, not from the text of the source, unless noted: active = activation above about 30%; inactive = the rest.

1) Cc1ccc(Nc2nc3ccccc3n3nnnc23)cc1
2) CN(C)S(=O)(=O)c1cc(NC(=O)CN2CCN(c3ccccc3)CC2)ccc1Cl
3) COc1cccc(NC(=O)CN(C)C(=O)c2ccc(-c3ccccc3Cl)o2)c1
4) O=C1CC(Sc2ncccn2)C(=O)N1c1ccccc1 (configuration not stated)
5) COc1cccc(NC(=O)c2nnn(CC(=O)Nc3cc(C)cc(C)c3)c2N)c1
6) CCCCCCC1(C)NC(c2ccc3c(c2)OCO3)=CC(c2cc(Br)ccc2O)N1 (configuration not stated)
7) Cc1cc(C)c2c3c(sc2n1)C(=O)N(C)CC(=O)N3
8) Cc1cccc(OCCOC(=O)C2CCN(S(=O)(=O)c3cccs3)CC2)c1
9) COc1cccc(CN2CCNC(=O)C2CC(=O)N(C)CC2CCOCC2)c1OC (configuration not stated)
10) O=S(=O)(c1ccccc1)N1CCN(Cc2cc3c(cc2Br)OCCO3)CC1

Assay by compound	1	2	3	4	5	6	7	8	9	10
TRHR PAM	-7.1	2.2	3.3	-13.3	-5.4	7.8	1.3	3.7	6.0	-7.4
D1 ag	7.9	3.4	7.5	-0.3	1.1	3.8	0.7	-0.3	-0.6	4.9
TRHR agonist	0.4	-0.3	-0.5	0.7	0.9	1.1	1.9	-0.8	0.6	0.3
D2 PAM	0.9	-19.4	-15.5	-2.8	11.0	.	.	20.0	19.2	-3.4
D1 potentiator	6.5	-3.4	-1.0	-1.9	1.2	10.2	2.7	6.8	0.3	-2.3
D2 agonist	0.2	70.6*	-1.9	-0.1	-0.1	.	.	0.6	-0.1	-0.7
D2 antagonist	4.5	63.9*	8.4	-1.7	20.4	.	.	-19.5	-8.2	22.7
RXFP1 antagonist	-6.8	-4.9	-18.4	0.3	6.7	.	-10.6	-7.6	-9.6	-10.3
D1 antag	-9.8	4.1	1.0	4.0	9.7	-0.8	8.2	-1.5	7.8	-10.7

11) O=C(CCC1CCCN(C(=O)c2ccccc2Cl)C1)N1CCN(c2ccccn2)CC1 (configuration not stated)
12) Cc1ccc(CS(=O)(=O)Cc2ccc(C(=O)NC3CCCCCC3)o2)cc1
13) CCOC(=O)c1[nH]c2ccccc2c1NC(=O)c1ccc(Br)cc1
14) COc1cccc(C2CC(c3cccs3)Nc3ncnn32)c1 (configuration not stated)
15) COc1cccc(NC(=O)CN(C)C(=O)c2cccc(S(=O)(=O)Nc3ccccc3OC)c2)c1
16) O=C(NCc1ccco1)C1CCN(C(=O)Cc2ccccc2)CC1
17) COc1ccccc1CNC(=O)c1cnc2c(-c3ccccc3)c(C)nn2c1C
18) O=C(Nc1ccc(Cl)cc1)N1CCN(c2ccccc2)CC1
19) C/C(=N\NC(=O)c1ccco1)c1ccc(NC(=O)c2cccs2)cc1
20) N#Cc1ccccc1NC(=O)c1ccc2c(c1)OCCO2

Assay by compound	11	12	13	14	15	16	17	18	19	20
TRHR PAM	-0.7	1.1	-1.5	-1.5	3.4	1.3	3.6	11.5	6.4	4.8
D1 ag	1.2	0.2	1.8	5.7	5.5	1.8	0.1	2.4	1.0	3.2
TRHR agonist	-0.3	-2.0	0.3	0.0	0.4	-0.2	-0.1	0.2	1.2	0.1
D2 PAM	5.8	8.6	0.4	4.4	3.7	-2.1	-6.0	-3.7	.	8.5
D1 potentiator	-4.5	-1.9	1.1	4.6	.	-3.5	-0.7	-7.7	6.2	-1.9
D2 agonist	0.3	1.0	0.9	-0.2	1.1	0.3	-0.3	1.3	.	0.0
D2 antagonist	2.2	7.2	.	-11.0	20.4	3.8	.	-9.7	.	2.1
RXFP1 antagonist	-6.8	7.0	.	.	3.7	1.1	-28.6	-1.6	8.3	-0.9
D1 antag	-25.5	5.7	2.8	-2.2	-0.9	4.3	7.5	-12.6	4.9	-10.7

21) COc1ccc2c(c1)cc1c(=O)n(CC(=O)NCCCN3CCOCC3)nc(C)n12
22) O=C(NNC(=O)c1ccccc1C(F)(F)F)c1csc(N2CCOCC2)n1
23) Cc1ccc(S(=O)(=O)c2ccc(C)cc2)cc1
24) CCCOc1ccc(C(=O)Nc2ccc(NC(=O)c3ccc(Br)cc3)cc2)cc1
25) O=C(CSc1nc2c([nH]c3ccccc32)c(=O)n1-c1ccccc1F)Nc1ccccc1C(F)(F)F
26) Cc1cccn2c(=O)c(/C=C(\C#N)C(N)=O)c(N3CCN(c4ccccc4)CC3)nc12
27) CCN(CC)C(=O)CN1CCN(Cc2ccc3c(c2)OCO3)CC1
28) COc1ccc(S(=O)(=O)N2CCN(Cc3cccnc3)CC2)cc1
29) Cn1c(=O)n(CC(N)=O)c(=O)c2c1nc1n2CCCN1Cc1ccccc1
30) O=C(Cn1cc2c(n1)CCCC2)N1CCCC1

Assay by compound	21	22	23	24	25	26	27	28	29	30
TRHR PAM	-14.0	4.6	2.7	6.4	0.6	-14.3	-3.4	1.4	5.2	-1.5
D1 ag	1.2	1.0	-0.5	2.6	1.2	0.0	1.1	3.2	1.8	0.0
TRHR agonist	0.3	1.5	-1.8	-1.3	0.3	0.4	0.7	0.4	-0.4	0.2
D2 PAM	-13.0	9.9	-3.0	-2.1	.	3.0	-8.5	-3.7	2.1	-3.2
D1 potentiator	-0.7	-14.9	1.8	-0.6	-4.0	-0.7	-0.9	1.4	-4.3	-3.9
D2 agonist	0.1	0.4	-0.4	0.1	-0.3	8.6	-0.3	0.8	1.0	2.2
D2 antagonist	0.4	7.1	14.2	.	.	-6.9	-24.4	-9.5	2.4	3.5
RXFP1 antagonist	10.4	-6.0	-0.7	-5.4	-24.1	7.4	2.2	-1.7	2.3	8.6
D1 antag	10.5	-50.6*	14.0	-11.9	-7.4	5.4	0.9	-14.7	-8.9	-10.1

31) CCC1CCC2(CC1)NC(=O)N(CC(=O)Nc1ccc(OC)cc1)C2=O (configuration not stated)
32) COc1ccccc1/C=N/NC(=O)c1cc2c(OC)c(OC)ccc2[nH]1
33) CCCC1c2ccsc2CCN1C(=S)NC (configuration not stated)
34) CC1CN(C(=O)/C(C#N)=C2\N=C(NC(=O)c3ccc(F)cc3)c3ccccc32)CC(C)O1 (configuration not stated)
35) CCS(=O)(=O)N1CCC(c2nc3ccccc3[nH]2)CC1
36) COc1ccc(C/C(C)=N/NC(=S)Nc2ccc(Cl)cc2)cc1
37) CCCC1(c2ccccc2)NC(=O)N(CC(=O)Nc2ccccc2C(F)(F)F)C1=O (configuration not stated)
38) Cc1ccc(-n2cnc3scc(-c4cccs4)c3c2=O)cc1
39) CCOCc1nnc(NC(=O)c2cc(OC)c(OC)c(OC)c2)s1
40) O=C(Cn1cnc([N+](=O)[O-])n1)N/N=C/c1cccc(Cl)c1

Assay by compound	31	32	33	34	35	36	37	38	39	40
TRHR PAM	0.1	11.2	-2.5	5.6	-7.9	-2.2	-0.9	-2.8	-6.5	2.6
D1 ag	2.5	0.6	15.0	1.9	0.7	2.6	8.5	3.0	0.9	2.2
TRHR agonist	-0.1	-0.5	1.1	-0.9	0.0	0.1	2.8	0.3	1.3	-0.2
D2 PAM	-3.0	-0.7	-1.0	7.6	-12.1	-0.9	-1.2	15.8	-2.5	.
D1 potentiator	-9.4	-7.2	2.6	3.6	-8.4	-1.4	-11.9	-0.2	-7.0	2.1
D2 agonist	0.4	-1.0	-0.4	0.3	1.9	0.9	2.0	-1.2	-0.3	0.0
D2 antagonist	21.9	15.6	-6.2	-9.4	23.3	-6.2	1.1	-17.2	2.0	-13.8
RXFP1 antagonist	-2.9	5.4	?	-3.8	0.4	-11.3	9.0	2.8	-17.4	4.5
D1 antag	-18.9	-13.1	3.8	-2.4	8.0	8.0	21.9	16.6	2.0	3.5

41) Oc1ccc(Br)cc1C=Nc1cccn2cc(-c3ccccc3)nc12
42) COc1ccccc1CNC(=O)Cc1csc2nc(-c3ccc(Cl)cc3)cn12
43) COc1cc(/C=C/CN2CCC(Oc3ccc(C(=O)N4CCCC4)cc3)CC2)ccc1O
44) COc1ccc(CNC(=O)c2cc3cccc(O)c3oc2=N)cc1
45) CC(C)n1cnc2c(oc3ccccc32)c1=O
46) CCc1ccc(NS(=O)(=O)c2[nH]ncc2C(=O)OC)cc1
47) CCOc1ccc(CNC(=O)CSc2cc(=O)n(CC)c3ccccc23)cc1
48) CCOC(=O)N1CCN(C(=O)/C(=C/c2cccc3ccccc23)NC(=O)c2ccc(OC)cc2)CC1
49) CCc1nc2sc3c(c2c(=O)o1)CCCC3
50) CN(C(=O)c1cccnc1)c1nnc(-c2ccccn2)s1
51) CC(=O)CCc1oc2ccccc2c1-c1ccccc1
52) NC(=O)C1CCCN(CC(=O)Nc2cc(S(=O)(=O)N3CCOCC3)ccc2N2CCCC2)C1 (configuration not stated)

Assay by compound	41	42	43	44	45	46	47	48	49	50	51	52
TRHR PAM	-5.8	7.9	-4.4	-2.4	-1.2	11.4	-9.1	12.1	4.3	13.7	-6.3	2.5
D1 ag	4.1	3.1	3.6	8.1	0.4	0.3	-0.2	1.0	0.0	-0.4	4.6	0.0
TRHR agonist	-3.3	-1.3	0.2	-0.1	-0.1	-0.3	0.5	-0.3	-0.7	1.1	-0.3	1.4
D2 PAM	0.5	2.2	-9.8	-0.8	9.1	-2.3	-1.6	1.5	2.9	-2.9	5.6	-5.9
D1 potentiator	-9.3	1.6	-0.5	2.2	-3.3	0.0	-2.5	3.0	-0.5	-6.2	-0.5	2.4
D2 agonist	-0.5	-0.9	0.2	-0.9	0.0	-0.9	0.1	0.3	0.4	2.6	0.9	-0.1
D2 antagonist	-3.6	.	3.0	2.0	-13.4	.	.	-2.1	13.7	15.5	-30.0	2.3
RXFP1 antagonist	-13.2	-19.6	4.8	3.9	-7.0	.	.	7.5	.	-6.3	-17.1	4.5
D1 antag	3.9	3.8	4.5	-6.1	5.9	-37.5*	11.3	0.5	-26.4	-11.3	17.2	-7.5

Complete entries as entered above. Values in the order: TRHR PAM, D1 ag, TRHR agonist, D2 PAM, D1 potentiator, D2 agonist, D2 antagonist, RXFP1 antagonist, D1 antag
Listed for COc1cccc(NC(=O)CN(C)C(=O)c2ccc(-c3ccccc3Cl)o2)c1 = 3.3, 7.5, -0.5, -15.5, -1.0, -1.9, 8.4, -18.4, 1.0
Listed for CCCCCCC1(C)NC(c2ccc3c(c2)OCO3)=CC(c2cc(Br)ccc2O)N1 (configuration not stated) = 7.8, 3.8, 1.1, ., 10.2, ., ., ., -0.8
Listed for Cn1c(=O)n(CC(N)=O)c(=O)c2c1nc1n2CCCN1Cc1ccccc1 = 5.2, 1.8, -0.4, 2.1, -4.3, 1.0, 2.4, 2.3, -8.9
Listed for CCCC1c2ccsc2CCN1C(=S)NC (configuration not stated) = -2.5, 15.0, 1.1, -1.0, 2.6, -0.4, -6.2, ?, 3.8
Listed for COc1cccc(NC(=O)CN(C)C(=O)c2cccc(S(=O)(=O)Nc3ccccc3OC)c2)c1 = 3.4, 5.5, 0.4, 3.7, ., 1.1, 20.4, 3.7, -0.9
